# A3G deaminase = inhibitors of human APOBEC3G DNA deaminase. Q9HC16. recombinant A3G, ssDNA deamination FAM/TAMRA fluorescence. inhibition, % at 20 µM. actives 0.28% (n = 330,000). AID 493012;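 active = inhibition of at least 40% at 20 µM, with no more than 30% in the related APOBEC3A deaminase screen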;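 also: plate controls were DMSO wells with A3G for no effect and wells lacking A3G enzyme for full effect; some compounds called inactive have numbers as strong as hits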
# Target sequence (Q9HC16 whole entry, looked up): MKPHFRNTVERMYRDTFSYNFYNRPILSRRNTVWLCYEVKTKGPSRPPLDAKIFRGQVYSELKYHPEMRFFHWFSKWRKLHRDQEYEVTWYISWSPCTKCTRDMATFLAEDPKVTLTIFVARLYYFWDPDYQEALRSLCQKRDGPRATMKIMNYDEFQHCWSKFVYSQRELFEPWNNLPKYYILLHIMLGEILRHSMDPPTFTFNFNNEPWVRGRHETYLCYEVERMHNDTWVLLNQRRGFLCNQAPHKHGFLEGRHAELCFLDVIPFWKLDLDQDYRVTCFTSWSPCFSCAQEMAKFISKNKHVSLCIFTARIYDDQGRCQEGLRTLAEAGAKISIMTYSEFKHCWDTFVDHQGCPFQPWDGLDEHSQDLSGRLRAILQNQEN
# hIAP inh = human IAP inhibition; P09923; purified IAP, CDP-Star luminescence, 30 min; inhibition, % at 10 µM; actives 0.12% (n = 330,000); AID 2544;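 active = inhibition reaching a set limit with compound at 10 µM in the primary screen, cut at about 35% in these data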;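 also: plate controls were DMSO wells with enzyme for no effect and no-enzyme buffer wells for full effect; values of inactives mirror those of a sister screen read the other way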
# Target sequence (P09923 whole entry, looked up): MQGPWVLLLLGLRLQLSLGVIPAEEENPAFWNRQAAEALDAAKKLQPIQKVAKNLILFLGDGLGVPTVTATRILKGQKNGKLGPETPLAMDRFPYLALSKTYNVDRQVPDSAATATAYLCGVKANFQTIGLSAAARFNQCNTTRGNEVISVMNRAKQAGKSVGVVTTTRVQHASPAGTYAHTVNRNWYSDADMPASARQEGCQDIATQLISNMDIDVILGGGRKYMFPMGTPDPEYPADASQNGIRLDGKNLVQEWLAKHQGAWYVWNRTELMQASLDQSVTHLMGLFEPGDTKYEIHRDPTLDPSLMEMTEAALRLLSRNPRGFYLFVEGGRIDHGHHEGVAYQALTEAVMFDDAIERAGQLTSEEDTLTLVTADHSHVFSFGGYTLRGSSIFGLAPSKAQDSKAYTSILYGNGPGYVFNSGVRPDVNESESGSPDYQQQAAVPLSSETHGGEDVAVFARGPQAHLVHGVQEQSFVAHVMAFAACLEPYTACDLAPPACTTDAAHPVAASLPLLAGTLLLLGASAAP
# APOBEC3A inh = blocks human APOBEC3A ssDNA deamination; inhibition, % at 20 µM; actives 0.41% (n = 330,000); AID 493011; P31941; recombinant A3A, FAM/TAMRA ssDNA deamination fluorescence;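 active = at least 40% inhibition at 20 µM here, with at most 30% in a related deaminase screen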;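 also: plate controls were A3A with DMSO for no effect and wells lacking A3A enzyme for full effect; some results filed as inactive read as strong as hits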
# Target sequence (P31941 whole entry, looked up): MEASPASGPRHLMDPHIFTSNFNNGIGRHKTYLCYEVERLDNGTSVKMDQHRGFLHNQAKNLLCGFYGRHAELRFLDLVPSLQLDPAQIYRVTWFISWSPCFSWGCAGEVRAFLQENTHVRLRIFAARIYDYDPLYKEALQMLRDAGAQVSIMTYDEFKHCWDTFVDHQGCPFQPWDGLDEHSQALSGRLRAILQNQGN
# MIN6 prolif = MIN6 beta-cell proliferation induction; MIN6 cells proliferation, ATPlite luminescence, 48 h; cells starved in 0.2% serum; 100% = growth in 10% serum; proliferation, % at 10 µM; actives 0.29% (n = 330,000); AID 2380;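 active = compounds whose signal lies at least 3.5 SD above the mean of all wells on their plate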;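 also: 0% = DMSO-treated cells in low-serum medium and 100% = 10% serum control; some compounds called inactive have numbers as strong as hits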
# NALP3 yeast inh = inhibitors of NALP3 inflammasome in yeast; inhibition, % at 10 µM; actives 0.39% (n = 330,000); Yeast reconstituted NLRP3/ASC/caspase-1, beta-gal luminescence, 24 h;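 active = inhibition of 50% or more; inactive = inhibition below 50%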;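 also: plate controls were induced DMSO wells for no effect and uninduced yeast grown without galactose for full effect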
# mIAP act = mouse IAP activation; muIAP, CDP-Star luminescence, 30 min; hits give high values; 1 = vehicle-only enzyme signal, 0 = enzyme-free wells; activation factor at 10 µM; actives 0.24% (n = 330,000);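 active = activation factor of at least 2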; also: the source names both 10 and 20 µM as test concentration; values of inactives mirror those of a sister screen read the other way
#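 System: mouse IAP enzyme. Reagent: CDP-Star chemiluminescent phosphatase substrate. Benchmarks: DMSO wells, no-enzyme wells. Times: 30 min enzyme-substrate-compound incubation at room temperature. Detection: luminescence from enzymatic CDP-Star hydrolysis. Doses: test compounds delivered from DMSO solution.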
# tim10-1 inh = growth inhibitors of tim10-1 mutant yeast | S. cerevisiae tim10-1 ts strain growth, BacTiter-Glo, 24 h | inhibition, % at 20 µM | actives 2.2% (n = 330,000);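 active = inhibition of at least 40%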;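 also: mutant grown at 25 °C; 0% = DMSO wells with yeast and 100% = wells holding no yeast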
# TIM10 inh = TIM10 yeast growth inhibition | S. cerevisiae TIM10 strain growth, BacTiter-Glo luminescence, 24 h | actives 1.4% (n = 330,000) | inhibition, % at 10 µM | AID 463195;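 active = inhibition of 40% or more at the single tested concentration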;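 also: wild-type TIM10 isogenic control strain grown at permissive 25 °C; 0% = DMSO yeast wells and 100% = minimal medium wells without yeast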
# mIAP inh = blocks mouse intestinal alkaline phosphatase; actives 0.2% (n = 330,000); purified mouse IAP, CDP-Star luminescence, 30 min; inhibition, % at 10 µM; AID 2806;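 active = inhibition of at least 40% at 10 µM in the primary screen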;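 also: plate controls were DMSO with enzyme for no effect and no enzyme wells for full effect; values of inactives mirror those of a sister screen read the other way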
# Starred values were filed as active, the others as inactive.
SMILES,A3G deaminase,hIAP inh,APOBEC3A inh,MIN6 prolif,NALP3 yeast inh,mIAP act,tim10-1 inh,TIM10 inh,mIAP inh
COc1cc(Nc2ccc(S(=O)(=O)N3CCN(C)CC3)cc2[N+](=O)[O-])cc(OC)c1,-9,-1,2,-2,23,0.97,14,13,3
COc1ccc(S(=O)(=O)Nc2ccccc2C(F)(F)F)cc1,-4,14,0,-2,16,0.98,18,21,2
CCCCCCSc1nc2c(c(=O)[nH]c(=O)n2C)n1C,-6,-11,-2,0,20,0.94,10,-6,6
COc1cccc(-c2cc(C(F)(F)F)n3nc(C(=O)Nc4c(C)n(C)n(-c5ccccc5)c4=O)cc3n2)c1,0,6,3,1,-7,0.97,5,-13,2
COc1cc(NC(=O)CCCn2c(=O)oc3ccccc32)cc(OC)c1,-6,6,2,2,6,1,11,0,-4
CN(C)CCCN(C(=O)c1ccc2c(c1)CCCC2)c1nc2ccc(Cl)cc2s1,-5,7,8,0,33,1,2,29,-4
CCOC(=O)c1ccc(NC(=O)c2nc[nH]c2C(=O)N[C@@H](CCCCNC(=O)OC(C)(C)C)C(=O)OC(C)(C)C)cc1,-8,-27,1,-8,9,0.96,15,10,4
N#CCCN(C(=O)Nc1ccc(Cl)cc1)c1ccccc1,-7,18,-4,-1,16,1,14,12,-4
COc1ccc(NC(=O)c2cc3n(n2)C(C(F)(F)F)CC(c2ccco2)N3)cc1 (stereo not drawn),-6,-4,-4,0,3,0.88,-5,-7,12
Cc1sc2ncnc(SC(C)C#N)c2c1C (stereo not drawn),-9,22,-7,-3,19,1.1,17,-5,-8
Cc1ccccc1N1CC(C(=O)Nc2nnc(SCc3ccccn3)s2)CC1=O (stereo not drawn),-11,5,5,0,26,0.87,14,3,13
COc1ccccc1CNC(=O)Cn1nc(C(F)(F)F)cc1C,-4,10,-2,-4,8,1,9,8,-2
CCOC(=O)C1=C(C)N(C)C(=S)NC1c1c(OCC)ccc2ccccc12 (stereo not drawn),-2,7,0,-4,20,0.89,0,10,11
CCCCN=C1SC(C(=O)Nc2sc3c(c2C(=O)OC)CCC3)C(N)=C1C(=O)N1CCOCC1 (stereo not drawn),-4,-5,-2,-7,14,0.8,12,0,20
O=C(CCc1nnc(CCCCc2ccccc2)o1)NCCN1CCCCC1=O,-10,-13,-2,-1,10,0.98,3,-14,2
COc1ccc(N2CCN(C(=O)C3CCCN(S(=O)(=O)c4ccc(C)cc4)C3)CC2)cc1 (stereo not drawn),-11,2,-6,-2,28,1,22,23,-4
CCOc1ccccc1N(CC(=O)Nc1ccc(S(=O)(=O)N2CCCC2)cc1)S(C)(=O)=O,-7,-18,-2,0,13,1,-13,0,-4
O=C1CC2(CCCCCC2)Oc2ccc(Cl)cc21,-11,-3,-2,-4,7,1,1,3,-1
CCC1Sc2ccc(S(=O)(=O)CCC(=O)Nc3cc(C)ccn3)cc2NC1=O (stereo not drawn),-8,-17,-5,1,16,0.94,21,2,6
NC(=O)C(c1ccc(Br)cc1)c1ccc(C(=O)c2ccccc2)cc1 (stereo not drawn),-8,14,-1,-5,12,0.86,5,24,14
O=C1COc2ccc(C(=O)COC(=O)CCSc3ccc(Cl)cc3)cc2N1,-1,-5,1,-2,-1,0.97,-8,-14,3
Cc1cccc(C)c1NC(=S)NC(C)CCc1ccccc1 (stereo not drawn),-8,1,0,0,8,1.1,33,31,-9
CC(C)N(C(C)C)S(=O)(=O)c1ccc(NN)nc1,-4,-12,-1,-4,0,1,19,9,-4
COc1ccc(CCNC(=O)c2ccc(N3CCCCS3(=O)=O)cc2)cc1OC,-7,8,-7,0,5,1,-7,7,-5
CC1=Nn2c(nnc2-c2n[nH]c3c2CCC3)SC1,3,12,5,4,9,0.84,-1,-12,16
CCOC(=O)C1CCN(c2c(NCCCN3CCN(Cc4ccccc4)CC3)c(=O)c2=O)CC1,-5,13,6,-1,-7,0.96,5,0,4
COc1cc(CC(NC(C)=O)C(=O)NC2CCN(c3nc(OC)nc(OC)n3)CC2)cc(OC)c1 (stereo not drawn),-3,-5,4,-1,12,1.1,4,4,-6
COc1cc(CC(=O)N2CCc3ccccc32)cc(OC)c1OC,-8,-16,-4,-1,4,0.97,3,-1,3
COC(=O)c1c(Cc2ccccc2Cl)c[nH]c1C,-3,3,-1,0,11,1,41*,10,-5
COc1cc(/C=N/NC(=O)c2sc3ccccc3c2Cl)ccc1OC(=O)c1ccc([N+](=O)[O-])cc1,0,8,1,-3,-2,0.87,3,11,13
O=C(NNC(=O)C1CC(c2cccnc2)=NO1)Nc1cccc(F)c1 (stereo not drawn),-5,-2,2,5.6*,14,1,9,3,0
C/C(CC(=O)NC1C2CC3CC(C2)CC1C3)=N\NC(=O)Cc1cccs1 (stereo not drawn),-5,-14,-1,0,4,0.96,28,10,4
CC(=O)c1c(C)n([O-])c2cc(F)c(F)cc2[n+]1=O,5,-1,4,-2,1,0.86,12,7,14
O=C(N/N=C/c1ccc(F)cc1)c1ccccc1,-5,3,0,1,-1,1.1,-17,-11,-14
Cc1cccc(-n2cnc3c(c2=O)c2nc4ccccc4nc2n3Cc2ccco2)c1,23,-38,7,-4,4,0.93,13,19,7
COc1ccc(CNC(=O)CN(C(=O)c2csnn2)c2ccc(C(C)=O)cc2)cc1,-10,9,-4,-1,19,1,-14,9,-3
C[C@@]12CCC3[C@@](CCC4[C@@]3(C)CCC[C@@]4(C)C(=O)N3CCOCC3)(CC1=O)C2 (stereo partly drawn),-4,-7,0,2,30,1,12,16,-1
O=C1CCCc2c1cc(-c1ccccc1)n2-c1ccccc1,-5,14,-3,-4,-7,0.94,17,5,6
CCCCNc1cc(C)nc(NCc2ccccc2)n1,-6,-2,-5,-7,35,1,-6,3,-2
CC(C)CC(=O)Nc1ccc(C(=O)NNC(=S)NC(=O)C2CCCCC2)cc1,9,-162,-5,-2,27,1.2,11,25,-18
COc1ccc(C(=O)/C=C2\NCC3c4ccccc4CCN3C2=O)cc1 (stereo not drawn),-1,-3,-2,0,2,0.92,7,7,8
CC(C)OCCCNC(=O)CN1C(=O)c2cccc3cccc1c23,-3,2,1,-2,15,1,7,-3,-1
COc1cc2ccc(=O)oc2c(CC=C(C)C)c1OC,-7,20,1,2,-28,0.9,8,7,10
Cc1ccn2c(c1)nc(=S)n2C(=O)c1ccco1,1,7,4,0,32,0.97,18,15,3
O=C(CCC1CCCN(C(=O)COc2ccccc2)C1)N1CCN(c2ccccn2)CC1 (stereo not drawn),-7,-3,-3,-2,23,0.99,10,11,1
O=C(Nc1nc(-c2ccccc2)cs1)NC1CCCCC1,1,-5,3,-4,4,2.6*,40,36,-157
Cc1ccc(CN2CCNC(=O)C2CC(=O)NC2CCCCCC2)o1 (stereo not drawn),-6,-2,-3,0,7,0.99,8,2,1
COc1ccc(CCNC(=O)CSc2nncs2)cc1,-4,-10,3,0,4,0.98,2,-17,2
CN(C)c1ccc(NC(=S)NCC2CCCO2)cc1 (stereo not drawn),3,19,-2,0,8,0.95,10,-2,5
CCOc1ccc2ccccc2c1C(=O)N1CCOCC1,-7,-14,-1,0,7,0.96,8,-2,4
# New compounds follow
SMILES,A3G deaminase,hIAP inh,APOBEC3A inh,MIN6 prolif,NALP3 yeast inh,mIAP act,tim10-1 inh,TIM10 inh,mIAP inh
Cc1cc(C)n2nc(C(=O)OCC(=O)N3CCC3)nc2n1,-6,-3,-4,0,6,0.98,22,8,2
CCOc1ccc(N2C(=O)CC(Sc3nc4ccc(OCC)cc4s3)C2=O)cc1 (stereo not drawn),-1,8,-2,-7,19,1,-5,-7,0
COc1ccccc1C1SCCN1S(C)(=O)=O (stereo not drawn),-1,-14,-3,1,-12,1.1,-11,-27,-5
O=C(Nc1ccccc1O)/C(=C\c1ccccc1)NC(=O)c1ccccc1,-5,0,-1,-4,16,1.1,12,15,-5
CCOC(=O)C1=C(COC(=O)c2ccccc2OC)NC(=O)NC1C (stereo not drawn),9,-8,38,-2,21,0.93,12,1,7
CCOC(=O)c1sc(N)c(C(=O)OCC)c1C,-7,0,-3,-3,44,1.1,-10,-59,-6
C#CCOCCOCCOCCNc1nc(N2CCN(C(=O)C([C@@H](C)CC)n3cc(C(N)COC(=O)C(F)(F)F)nn3)CC2)nc(N2CCN(C(=O)[C@H](Cc3cc4ccccc4[nH]3)n3cc(C(N)CO)nn3)CC2)n1 (stereo partly drawn),-5,-5,-4,2,15,1.1,12,7,-8
CC(=O)Oc1ccc2nc(-c3ccc(Br)o3)oc(=O)c2c1,-6,-6,-4,-3,15,0.93,24,17,8
Cc1cccc(C)c1NC(=O)CSc1nnc(NC(=O)C2CC2)s1,0,0,1,0,5,0.95,-12,10,5
CCOC(=O)c1ccc(NC(=O)CCNC(=O)c2ccc([N+](=O)[O-])cc2)cc1,1,-9,7,0,4,1,-9,-19,-4

# One compound at a time, as listed above. Order of values: A3G deaminase | hIAP inh | APOBEC3A inh | MIN6 prolif | NALP3 yeast inh | mIAP act | tim10-1 inh | TIM10 inh | mIAP inh
# Results for CN(C)CCCN(C(=O)c1ccc2c(c1)CCCC2)c1nc2ccc(Cl)cc2s1 : -5 | 7 | 8 | 0 | 33 | 1 | 2 | 29 | -4
# Results for CCOc1ccccc1N(CC(=O)Nc1ccc(S(=O)(=O)N2CCCC2)cc1)S(C)(=O)=O : -7 | -18 | -2 | 0 | 13 | 1 | -13 | 0 | -4
# Results for O=C(NNC(=O)C1CC(c2cccnc2)=NO1)Nc1cccc(F)c1 (stereo not drawn) : -5 | -2 | 2 | 5.6* | 14 | 1 | 9 | 3 | 0
# Results for CC(C)CC(=O)Nc1ccc(C(=O)NNC(=S)NC(=O)C2CCCCC2)cc1 : 9 | -162 | -5 | -2 | 27 | 1.2 | 11 | 25 | -18

# Going on with the list:
SMILES,A3G deaminase,hIAP inh,APOBEC3A inh,MIN6 prolif,NALP3 yeast inh,mIAP act,tim10-1 inh,TIM10 inh,mIAP inh
COCCC(=O)Nc1ccc2c(c1)CN(C(=O)CCOC)CC2,-8,-13,-1,2,13,1.1,21,0,-5
COc1ccc(CC2(C)OC(c3ccc([N+](=O)[O-])cc3)=NN2C(C)=O)cc1 (stereo not drawn),8,-10,0,-4,26,1,24,-7,-3
Nc1nc(-c2ccccc2)cc(-c2ccccc2O)n1,-7,-10,-6,-4,-4,0.99,43*,29,1
CC(=O)c1ccc(S(=O)(=O)NCC2(N3CCOCC3)CCCCC2)cc1,-5,-10,2,-4,8,1.1,-1,1,-6
Nc1c(-c2ccccc2Cl)cnn1-c1cccc([N+](=O)[O-])c1,-5,10,-3,-3,-5,0.98,37,3,2
CC1OC2(C)OC(=N)C1(C#N)C(C#N)(C#N)C2c1ccccc1 (stereo not drawn),-9,-5,-2,-2,6,1.1,11,14,-9
COc1cc(C)nc(NC(=O)COc2ccc(Cl)cc2C)n1,-5,2,-4,-1,-2,1,16,5,-2
O=C(CCc1nnc(Cc2c[nH]c3ccccc23)o1)NCC1CC12CCCCC2 (stereo not drawn),-4,5,-2,-4,-1,1.1,19,15,-9
COc1ccc(C)cc1NC(=O)NCc1ccccn1,-2,10,-1,0,13,0.94,5,9,6
CCOC(=O)c1nc(Nc2ccc(C)cc2)c2ccccc2n1,8,-18,-4,1,4,1,11,23,-4
CSc1ccccc1C(=O)OCC(=O)NC1CCS(=O)(=O)C1 (stereo not drawn),-3,9,-1,2,4,0.96,-4,3,4
CCN(C(=O)CSc1nnc(-c2ccc(F)cc2)c2ccccc12)C1CCS(=O)(=O)C1 (stereo not drawn),-9,-2,-9,0,4,0.91,6,14,10
CC(C)=CC(=O)OCC(=O)NC(=O)NC(C)(C)C,-3,6,3,-1,14,0.95,16,0,4
